Compound activity as filed in PubChem.
CHRM4 antagonist: human M4 muscarinic receptor antagonists, primary screen, CHO cells, Fluo-8 calcium fluorescence. 0.73% of 360,000 active. CHO-hM4 cells, ACh EC80. Muscarinic acetylcholine receptor M4 (Homo sapiens), P08173. inhibition, % at 3 µM. AID 624125, 2012;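 active = inhibition above its plate's cutoff, the mean inhibition of sample wells plus 3 SD, cut at about 27% in these data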;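 note: 0% = acetylcholine EC80 with DMSO and 100% = DMSO without agonist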
Target sequence (P08173 whole entry, looked up): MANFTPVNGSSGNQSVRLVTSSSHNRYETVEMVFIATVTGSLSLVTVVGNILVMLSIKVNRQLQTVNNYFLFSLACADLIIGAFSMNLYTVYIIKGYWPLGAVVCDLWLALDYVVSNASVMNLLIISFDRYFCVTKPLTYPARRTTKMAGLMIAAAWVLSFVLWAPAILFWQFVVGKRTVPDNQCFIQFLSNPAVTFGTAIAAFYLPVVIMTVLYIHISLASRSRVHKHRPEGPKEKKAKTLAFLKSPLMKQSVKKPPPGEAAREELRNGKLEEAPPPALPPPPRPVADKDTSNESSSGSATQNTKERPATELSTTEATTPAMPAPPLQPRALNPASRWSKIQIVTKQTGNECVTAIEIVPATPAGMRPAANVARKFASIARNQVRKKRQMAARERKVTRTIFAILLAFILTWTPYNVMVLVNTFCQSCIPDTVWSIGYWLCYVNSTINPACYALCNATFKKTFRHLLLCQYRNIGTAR
M1 antag: human M1 muscarinic receptor antagonists, primary screen, CHO-K1 cells, Fluo-8 calcium fluorescence, 1536-well | CHO-K1 hM1, ACh EC80 antagonist | inhibition, % at 3 µM | 1.3% of 360,000 active;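 active = percent inhibition above its own plate's cutoff, namely the mean of that plate's compound wells plus 3 SD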;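 note: peak over basal fluorescence ratio during 140 s after agonist addition; 0% = ACh EC80 plus DMSO and 100% = DMSO alone without agonist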
Target sequence (P11229 whole entry, looked up): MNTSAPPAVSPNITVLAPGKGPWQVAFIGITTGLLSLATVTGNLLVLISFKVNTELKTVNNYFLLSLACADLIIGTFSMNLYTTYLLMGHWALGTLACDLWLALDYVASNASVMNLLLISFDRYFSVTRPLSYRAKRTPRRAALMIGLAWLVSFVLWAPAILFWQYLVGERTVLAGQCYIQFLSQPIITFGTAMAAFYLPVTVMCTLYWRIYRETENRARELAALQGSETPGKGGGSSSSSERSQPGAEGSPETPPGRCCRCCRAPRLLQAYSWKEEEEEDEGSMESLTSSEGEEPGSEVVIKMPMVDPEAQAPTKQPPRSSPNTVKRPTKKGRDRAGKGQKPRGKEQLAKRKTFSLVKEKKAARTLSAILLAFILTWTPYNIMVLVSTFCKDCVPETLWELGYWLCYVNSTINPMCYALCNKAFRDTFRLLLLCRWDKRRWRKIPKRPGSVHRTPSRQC
CHRM5 antagonist: human M5 muscarinic receptor antagonists, primary screen, CHO cells, Fluo-8 calcium fluorescence. Muscarinic acetylcholine receptor M5 (Homo sapiens), P08912. CHO-hM5 cells, ACh EC80. inhibition, % at 3 µM. 0.59% of 360,000 active. AID 624040, 2012;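 active = inhibition above a per-plate cutoff, the mean of that plate's test compounds plus 3 SD, cut at about 27% in these data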;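 note: 0% = acetylcholine EC80 with DMSO and 100% = DMSO without agonist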
CHRM1 PAM: human M1 muscarinic receptor positive allosteric modulators, primary screen, CHO-K1 cells, Fluo-8 calcium fluorescence, 1536-well | CHO-K1 hM1, ACh EC20; 0% = ACh EC20, 100% = maximal ACh | Muscarinic acetylcholine receptor M1 (Homo sapiens), P11229 | activation, % at 3 µM | 0.088% of 360,000 active; in the data active = activation above about 19%, passing the limit was not always enough
M4 ag: human M4 muscarinic receptor agonists, primary screen, CHO-K1 cells, Fluo-8 calcium fluorescence. AID 624127, 2012. 0.14% of 360,000 active. activation, % at 3 µM. CHO-K1 hM4/Gqi5; vehicle 0%, full acetylcholine response 100%. Muscarinic acetylcholine receptor M4 (Homo sapiens), P08173;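 active = activation above the run mean over all test wells plus 3 SD, cut at about 32% in these data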;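 note: peak over basal fluorescence ratio per well then scaled between controls; 0% = DMSO wells and 100% = acetylcholine at EC100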
CHRM5 agonist: human M5 muscarinic receptor agonists, primary screen, CHO-K1 cells, Fluo-8 calcium fluorescence; CHO-K1 hM5 cells; 0% DMSO wells, 100% maximal acetylcholine response; activation, % at 3 µM; 0.19% of 360,000 active; AID 624037, 2012;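 active = activation above the run's mean over test compounds plus 3 SD, cut at about 23% in these data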;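 note: signal is peak over basal fluorescence ratio across the kinetic read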
CHRM1 agonist: human M1 muscarinic receptor agonists, primary screen, Fluo-8 calcium fluorescence, CHO-K1 cells, HTS. activation, % at 3 µM. CHO-K1 hM1, agonist mode; 0% DMSO, 100% acetylcholine EC100. 0.33% of 360,000 active. AID 588814, 2011. Muscarinic acetylcholine receptor M1 (Homo sapiens), P11229;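 active = activation above the run's mean compound activation plus 3 SD, cut at about 16% in these data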;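 note: peak over basal fluorescence ratio within a 140 s kinetic read after compound addition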
TAAR1 agonist: human TAAR1 agonists, primary screen, Fluo-8 calcium fluorescence, CHO RD-HGA16 cells; Trace amine-associated receptor 1 (Homo sapiens), Q96RJ0; vehicle wells 0%, saturating PEA agonist 100%; activation, % at 3 µM; 0.99% of 360,000 active; AID 624467, 2012;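 active = activation above the mean activation of all test compounds in the run plus 3 SD, cut at about 38% in these data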
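Assay system: CHO-derived RD-HGA16 cells with stable Gα16 and human TAAR1; timing: 17-24 h seeding, 75 min 37 °C dye, 30 min RT; read-out: % activation from peak over basal fluorescence ratio, DMSO-to-PEA scaled; measured by: kinetic Fluo-8 calcium fluorescence; benchmarks: low control DMSO, high control PEA (EC100); doses: 3 µM single concentration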
M5 PAM: human M5 muscarinic receptor positive allosteric modulators, primary screen, CHO-K1 cells, Fluo-8 calcium fluorescence | Muscarinic acetylcholine receptor M5 (Homo sapiens), P08912 | CHO-K1 hM5, ACh EC20 PAM; 0% = ACh EC20, 100% = ACh EC100 | activation, % at 3 µM | 0.3% of 360,000 active;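 active = activation above the run cutoff, the mean activation of all test compounds plus 3 SD, cut at about 18% in these data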
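System: CHO-K1 cell line with stable human muscarinic M5 receptor expression | Also added: EC20 acetylcholine as agonist stimulus | Compound: One concentration, 3 µM final (nominal) | Timing: Fluo-8 loading 80 min at 37 °C plus 30 min room temperature | Measured by: Fluo-8 calcium dye fluorescence, kinetic read | Read-out basis: % activation, ACh-normalized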
The depositor's hits bear a star; · = no result given. Only part of the results is shown, so the mix of outcomes need not match the whole.

Sequence of screens: CHRM1 agonist, CHRM4 antagonist, M4 ag, CHRM1 PAM, CHRM5 agonist, CHRM5 antagonist, M1 antag, M5 PAM, TAAR1 agonist
[1] CC(=O)Nc1ccc(S(=O)(=O)Oc2ccc(N3C(=O)C4CCCCC4C3=O)cc2)cc1 (stereo not drawn)
→ 4, 0, 18, -7, 11, 7, 7, -8, 34
[2] C=CCC1(C(=O)N(C)Cc2ccccc2)CCN(C(=O)OC(C)(C)C)CC1
→ -12, -2, 3, -14, 0, 4, 32, 1, 14
[3] CN1CCN(C(=O)CNC(=O)Cc2ccc(Cl)cc2)CC1
→ 2, -3, 0, 15, -4, 4, -17, 8, 4
[4] Cc1cccc(NC(=O)CCCNC(=O)c2ccc(Cl)cc2)n1
→ -1, -5, 1, 1, -3, -7, -2, 1, -1
[5] CCCNc1cc(C)c(C#N)c2nc3ccccc3n12
→ -4, 8, 0, 5, -2, -2, -3, 0, -1
[6] Cc1cc(Br)ccc1NC(=O)CN(C)C(=O)Cn1c(=O)cnc2ccccc21
→ -6, 11, 3, -17, -7, 18, 29*, -8, 1
[7] Cc1ccc(C)c2[nH]c(=O)c(CN(Cc3cccs3)C(=S)NCc3ccco3)cc12
→ -6, -1, 1, 7, -1, 9, -9, -2, 1
[8] O=C(Cn1c(=O)oc2cc(S(=O)(=O)N3CCOCC3)ccc21)N1CCc2ccccc2C1
→ -7, 2, 1, 12, 1, 3, -16, 0, 11
[9] CCn1c2ccccc2c2cc(NC(=O)N3CCOCC3)ccc21
→ -6, -10, 1, -2, -2, 1, -5, 1, 8
[10] COc1ccc(CNC(=O)C2CCCN2S(=O)(=O)c2ccc(C)cc2)cc1 (stereo not drawn)
→ -2, 3, 1, 11, -1, -1, -16, -1, 9
[11] CC(NC(=O)c1ccccc1[N+](=O)[O-])C1CC2CCC1C2 (stereo not drawn)
→ -5, 0, 0, 10, 2, -8, -12, 4, 0
[12] O=C(Cn1c(C(F)(F)F)nc2ccccc21)N/N=C/c1ccco1
→ -10, -2, 2, 13, -5, 3, -6, -12, 1
[13] COc1ccccc1CNS(=O)(=O)c1ccc(-n2cnnn2)c(OC)c1
→ 0, -5, 4, 11, 1, 3, -14, -1, -2
[14] COc1ccc(N2CCN(CCNC(=O)Nc3cccc(C)c3C)CC2)cc1
→ -5, -23, 2, 4, -3, -11, -8, 6, 1
[15] CC(/C=C/c1ccco1)=N\NC(=O)CNc1ccc2ccccc2c1
→ -9, -2, 1, 3, -3, 1, 1, -1, 0
[16] CC1=C(C(=O)N2CCCCCC2)CC(CC(=O)NCCCN(C)C)C(=O)N1Cc1ccc(C(C)(C)C)cc1 (stereo not drawn)
→ ·, 1, 0, ·, -5, 0, ·, 2, 8
[17] CCSc1nc(=O)n(-c2ccccc2)c(C)c1C(C)=O
→ -5, 0, 1, 3, -5, 1, -8, -1, 2
[18] CC1CCCN(c2nc3c(c(=O)[nH]c(=O)n3C)n2Cc2ccccc2Cl)C1 (stereo not drawn)
→ -9, 4, -1, 6, 1, -3, -10, 4, 10
[19] CN(C)c1ncnc2c1ncn2[C@H]1CN(CCN2CCOCC2)C[C@@H](CO)O1
→ -1, 5, 0, 2, 0, 6, -8, -2, 2
[20] CCN1C(=O)CC2(C[N+]3(C)CCC2CC3)C1=O (stereo not drawn)
→ -3, 4, 1, -15, -6, 53*, 37, -17, 1
[21] O=C(O)c1cccnc1Sc1ncnc2sc3c(c12)CCC3
→ -1, 1, 0, -1, -1, 11, 11, 0, 0
[22] CN1CCN(CCn2c(=S)[nH]c3ccccc3c2=O)CC1
→ -9, -3, 2, -20, -6, 33*, 23, -18, 7
[23] CC1(C)Cc2nc3scc(NC(=O)c4ccccc4)c3cc2CO1
→ -1, -6, 4, 9, -1, 3, -3, 0, 1
[24] COC(=O)c1cc(-c2ccc(S(=O)(=O)N3CCCC3)cc2)c(C(F)(F)F)s1
→ -4, 12, 0, -2, -3, 6, 6, -2, 0
[25] COc1ccc(N2C(=O)CC(NNC(=O)c3cc(C)oc3C)C2=O)cc1 (stereo not drawn)
→ -2, 7, 0, -3, 0, -8, 13, -4, 0
[26] CC(/C=C/c1ccccc1)=N/NC(=O)CNC(=O)c1ccc2c(c1)OCO2
→ -6, -1, 0, 2, -3, -1, -8, -5, -2
[27] Cc1cc(C(=O)NCc2ccco2)cs1
→ -4, -7, 1, 8, 1, -1, -10, 5, 8
[28] COc1cc2c(cc1OC)C(c1ccccc1)N(C(=O)c1cccc(S(C)(=O)=O)c1)CC2 (stereo not drawn)
→ -6, 2, 1, 5, 0, 6, 4, -2, 0
[29] N#Cc1cc([N+](=O)[O-])ccc1NCCN1CCOCC1
→ -8, 2, 0, 9, -2, 5, -11, -1, 8
[30] CC(C)NC(=O)COCc1cc(-c2ccc3c(c2)OCO3)on1
→ -6, -15, 3, 7, -1, -4, -12, 4, 0
[31] C=C1CSc2nc(=O)c3c4c(sc3n21)CCCC4
→ -6, 13, -1, 3, -3, 2, -4, -6, -2
[32] COc1cc(OC)cc(-c2c(-c3cccs3)c3cc(-c4cccc5[nH]ccc45)ccc3n2C)c1
→ -3, 3, 4, 0, 4, 8, -1, 1, 5
[33] CCOc1ccc(NC(=O)COc2ccc(S(=O)(=O)N3CCOCC3)cc2)cc1
→ -1, -2, 4, 9, -3, 8, -21, -1, 1
[34] Oc1ccc2ccccc2c1N=Nc1nccs1
→ -6, -5, 2, 19, -4, 3, -18, 4, 0
[35] CC(C)CC(=O)NC(NC(=O)CC(C)C)c1cccc([N+](=O)[O-])c1
→ -6, -2, 1, 5, 2, -12, -2, 7, 5
[36] O=C(Cc1ccc(S(=O)(=O)N2CCOCC2)s1)N1CCN(S(=O)(=O)c2cccc(F)c2)CC1
→ -5, 2, 3, -12, 1, 8, 18, -21, 18
[37] CN(C)CCCN1C(=O)C(O)=C(C(=O)c2cc3ccccc3o2)C1c1ccccn1 (stereo not drawn)
→ -3, 4, 0, 8, -3, 5, -9, 5, 2
[38] O=C(CSc1nnc(-c2ccncc2)o1)NCc1ccccc1Cl
→ 0, 5, 0, 7, -1, 4, 0, -2, 3
[39] CC(C)Oc1ccc(/C(O)=C2/C(=O)C(=O)N(CCCn3ccnc3)C2c2cccnc2)cc1 (stereo not drawn)
→ -1, 0, 1, 1, -3, 8, -5, -7, 1
[40] CC(C)C(NC(=O)OCc1ccccc1)C(=O)NC(Cc1ccc(O)cc1)C(=O)O (stereo not drawn)
→ -3, -5, 0, 5, -2, 0, -9, -2, -1
[41] OCCN1CCN(c2cc(-c3ccc(CO)cc3)nc3ccnn23)CC1
→ -2, -10, 1, 10, 0, 5, -18, 0, 4
[42] COc1ccc(NC(=O)CSc2nnnn2C2CCCC2)cc1S(=O)(=O)N1CCOCC1
→ -2, -3, 5, -3, 1, 5, 7, -9, 1
[43] COC(=O)c1sc(N)c(C(=O)OC)c1COC(=O)C1CC(=O)N(Cc2ccco2)C1 (stereo not drawn)
→ -6, 11, 0, 2, 1, -1, -3, 1, 4
[44] CC(C)NC(=O)CSc1nnc(-c2ccco2)n1N
→ 0, 7, 1, 0, 2, 4, 0, -11, 6
[45] Cc1ccc(-n2ccnc(SCC(=O)NC3CCCCC3)c2=O)cc1F
→ -3, -12, 1, 4, -2, 0, -3, 6, -1
[46] CCCc1noc2c1/C(=N\O)CCC2
→ -4, -6, 1, 5, -11, -3, -7, 15, 9
[47] O=C(COC(=O)c1ccc2ccccc2n1)Nc1ccccc1Br
→ -3, -2, 3, 1, 1, 13, -7, 0, 0
[48] COc1cccc(NC(=O)CSc2ncnc3c2oc2ccccc23)c1
→ 2, -12, 1, 11, 2, 0, -18, -2, -1
[49] CCN1CCCC1CNc1ncnc2c1[nH]c1ccc(Cl)cc12 (stereo not drawn)
→ -6, 8, 2, -6, -5, 8, 8, -1, 0
[50] CCc1nc2c(OCCOc3ccc(F)cc3)cccn2c1N(C=O)Cc1ccccc1
→ -7, -7, 6, -4, 0, 6, 6, -3, 2
[51] O=C(C#Cc1ccccc1)c1cccc([N+](=O)[O-])c1
→ -6, 26, -1, 7, -2, 2, -7, 1, 2
[52] O=C(NCCSc1c[nH]c2ccccc12)c1ccco1
→ -1, -1, 4, 1, 0, -1, -4, 1, 0
[53] COc1ccc2c(c1OC)C(=O)OC2Nc1ccccc1S(=O)(=O)C(F)F (stereo not drawn)
→ -6, -6, 1, 6, 0, -1, -7, -8, 16
[54] COc1ccc(/C=N/NC(=S)NCCc2ccccc2)cc1
→ -4, 9, -1, -5, -4, 9, -1, -1, 3
[55] COc1ccc(S(=O)(=O)Nc2ccccc2SC)cc1C
→ -7, 0, -1, 0, -6, -1, -6, -1, 7

Full records as entered above. Screens in order: CHRM1 agonist, CHRM4 antagonist, M4 ag, CHRM1 PAM, CHRM5 agonist, CHRM5 antagonist, M1 antag, M5 PAM, TAAR1 agonist
Profile of COc1cccc(NC(=O)CSc2ncnc3c2oc2ccccc23)c1 : 2, -12, 1, 11, 2, 0, -18, -2, -1
Profile of OCCN1CCN(c2cc(-c3ccc(CO)cc3)nc3ccnn23)CC1 : -2, -10, 1, 10, 0, 5, -18, 0, 4
Profile of COc1ccc(NC(=O)CSc2nnnn2C2CCCC2)cc1S(=O)(=O)N1CCOCC1 : -2, -3, 5, -3, 1, 5, 7, -9, 1

Grouped by structure: those above containing two or more sulfur atoms
Sequence of screens: CHRM1 agonist, CHRM4 antagonist, M4 ag, CHRM1 PAM, CHRM5 agonist, CHRM5 antagonist, M1 antag, M5 PAM, TAAR1 agonist
[7] Cc1ccc(C)c2[nH]c(=O)c(CN(Cc3cccs3)C(=S)NCc3ccco3)cc12
→ -6, -1, 1, 7, -1, 9, -9, -2, 1
[21] O=C(O)c1cccnc1Sc1ncnc2sc3c(c12)CCC3
→ -1, 1, 0, -1, -1, 11, 11, 0, 0
[24] COC(=O)c1cc(-c2ccc(S(=O)(=O)N3CCCC3)cc2)c(C(F)(F)F)s1
→ -4, 12, 0, -2, -3, 6, 6, -2, 0
[31] C=C1CSc2nc(=O)c3c4c(sc3n21)CCCC4
→ -6, 13, -1, 3, -3, 2, -4, -6, -2
[36] O=C(Cc1ccc(S(=O)(=O)N2CCOCC2)s1)N1CCN(S(=O)(=O)c2cccc(F)c2)CC1
→ -5, 2, 3, -12, 1, 8, 18, -21, 18
[42] COc1ccc(NC(=O)CSc2nnnn2C2CCCC2)cc1S(=O)(=O)N1CCOCC1
→ -2, -3, 5, -3, 1, 5, 7, -9, 1
[55] COc1ccc(S(=O)(=O)Nc2ccccc2SC)cc1C
→ -7, 0, -1, 0, -6, -1, -6, -1, 7
